HT1080-NT tox = kills 2HG-producing HT-1080-NT fibrosarcoma cells. HT-1080-NT fibrosarcoma viability, CellTiter-Glo ATP luminescence, 48 h. Potency, µM (highest dose often 46.1 µM), for inactives: at the highest dose activity, negative = less viability, most hits filed as cytotoxic. actives 1.6% (n = 360,000). AID 686970;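 note: NT is the 2HG producing partner of a matched IDH1 knockdown line; potency is the fitted concentration of half-maximal effect; 0% = DMSO-treated cells and -100% = media-only wells without cells; nearly all actives have a fitted effect of over 55% in size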
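Luminescent CellTiter-Glo readout after 48 hours of compound exposure at 37 degrees C defined viability of HT-1080-NT cells. Activity was normalized to DMSO wells and cell-free media wells; concentration-response curves were fitted and assigned curve classes.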
KB-V1 MDR tox = kills drug-selected multidrug resistant KB-V1 cells | KB-V1 MDR cells viability, CellTiter-Glo, 72 h | actives 3.4% (n = 400,000) | Potency, µM (highest dose often 46.1 µM), for the others: at the highest dose activity change, negative = cytotoxicity, hits mostly cytotoxic; note: potency is the fitted concentration of half-maximal effect; % is set by controls: 0 for no effect and ±100 for the full control effect; nearly all actives have a fitted effect of over 60% in size
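Cytotoxicity via CellTiter-Glo luminescence after 72 h compound exposure at 37 degrees C. Cells: drug-selected KB-V1 line, DMEM phenol-red free plus 10% FBS. Compounds tested at multiple concentrations; normalized data fitted to concentration-effect curves.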
MCF10A rereplic = inducers of DNA re-replication in MCF 10A breast cells; MCF 10A DNA re-replication, Hoechst nuclear intensity, 48 h; Potency, µM (doses to about 46.1 µM), for the others: at the highest dose activity, positive = re-replication, actives largely listed as activators; actives 2.9% (n = 350,000); AID 624296; note: potency is the fitted concentration of half-maximal effect; % of control where 0% means no effect; nearly all actives have a fitted effect of over 50% in size
ATXN2 expr inh = ATXN2 expression inhibition; HEK-293 ATXN2-luciferase reporter, luminescence, 24 h; Potency, µM (series often up to 57 µM), without a hit: at the top dose activity change, negative = inhibition, actives largely listed as inhibitors; actives 0.72% (n = 360,000); note: potency is the fitted concentration of half-maximal effect; % is set by controls: 0 for no effect and ±100 for the full control effect; nearly all actives have a fitted effect of over 55% in size
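ATXN2-luciferase reporter cells (luciferase flanked by upstream and downstream ATXN2 gene portions) were treated 24 h at 37 °C with compounds at up to 57 uM. SteadyGlo luminescence gave expression; GF-AFC fluorescence gave viability.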
KB-3-1 cytotox = kills parental KB-3-1 adenocarcinoma cells; KB-3-1 viability, CellTiter-Glo ATP luminescence, 72 h; Potency, µM (highest dose often 46.1 µM), without a hit: at the top dose activity change, negative = cytotoxic, hits mostly cytotoxic; actives 1.4% (n = 400,000); AID 1347075; note: potency is the fitted concentration of half-maximal effect; % is set by controls: 0 for no effect and ±100 for the full control effect; nearly all actives have a fitted effect of over 60% in size
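KB-3-1 parental drug-naive adenocarcinoma cells in DMEM/10% FBS, incubated 72 h at 37 C with pin-transferred compounds across a concentration series. Viability by CellTiter-Glo luminescence; concentration-response curves fitted after normalization.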
WRN inhibitor = WRN helicase (human) inhibition. Q14191. WRN helicase unwinding, fluorescent forked duplex, kinetic. Potency, µM (top dose mostly 114 µM), for inactives: at the highest dose activity change, negative = inhibition, usual class: inhibitors. actives 0.46% (n = 360,000). AID 651768; note: potency is the fitted concentration of half-maximal effect; % is set by controls: 0 for no effect and ±100 for the full control effect; nearly all actives have a fitted effect of over 55% in size
Target sequence (Q14191 whole entry, looked up): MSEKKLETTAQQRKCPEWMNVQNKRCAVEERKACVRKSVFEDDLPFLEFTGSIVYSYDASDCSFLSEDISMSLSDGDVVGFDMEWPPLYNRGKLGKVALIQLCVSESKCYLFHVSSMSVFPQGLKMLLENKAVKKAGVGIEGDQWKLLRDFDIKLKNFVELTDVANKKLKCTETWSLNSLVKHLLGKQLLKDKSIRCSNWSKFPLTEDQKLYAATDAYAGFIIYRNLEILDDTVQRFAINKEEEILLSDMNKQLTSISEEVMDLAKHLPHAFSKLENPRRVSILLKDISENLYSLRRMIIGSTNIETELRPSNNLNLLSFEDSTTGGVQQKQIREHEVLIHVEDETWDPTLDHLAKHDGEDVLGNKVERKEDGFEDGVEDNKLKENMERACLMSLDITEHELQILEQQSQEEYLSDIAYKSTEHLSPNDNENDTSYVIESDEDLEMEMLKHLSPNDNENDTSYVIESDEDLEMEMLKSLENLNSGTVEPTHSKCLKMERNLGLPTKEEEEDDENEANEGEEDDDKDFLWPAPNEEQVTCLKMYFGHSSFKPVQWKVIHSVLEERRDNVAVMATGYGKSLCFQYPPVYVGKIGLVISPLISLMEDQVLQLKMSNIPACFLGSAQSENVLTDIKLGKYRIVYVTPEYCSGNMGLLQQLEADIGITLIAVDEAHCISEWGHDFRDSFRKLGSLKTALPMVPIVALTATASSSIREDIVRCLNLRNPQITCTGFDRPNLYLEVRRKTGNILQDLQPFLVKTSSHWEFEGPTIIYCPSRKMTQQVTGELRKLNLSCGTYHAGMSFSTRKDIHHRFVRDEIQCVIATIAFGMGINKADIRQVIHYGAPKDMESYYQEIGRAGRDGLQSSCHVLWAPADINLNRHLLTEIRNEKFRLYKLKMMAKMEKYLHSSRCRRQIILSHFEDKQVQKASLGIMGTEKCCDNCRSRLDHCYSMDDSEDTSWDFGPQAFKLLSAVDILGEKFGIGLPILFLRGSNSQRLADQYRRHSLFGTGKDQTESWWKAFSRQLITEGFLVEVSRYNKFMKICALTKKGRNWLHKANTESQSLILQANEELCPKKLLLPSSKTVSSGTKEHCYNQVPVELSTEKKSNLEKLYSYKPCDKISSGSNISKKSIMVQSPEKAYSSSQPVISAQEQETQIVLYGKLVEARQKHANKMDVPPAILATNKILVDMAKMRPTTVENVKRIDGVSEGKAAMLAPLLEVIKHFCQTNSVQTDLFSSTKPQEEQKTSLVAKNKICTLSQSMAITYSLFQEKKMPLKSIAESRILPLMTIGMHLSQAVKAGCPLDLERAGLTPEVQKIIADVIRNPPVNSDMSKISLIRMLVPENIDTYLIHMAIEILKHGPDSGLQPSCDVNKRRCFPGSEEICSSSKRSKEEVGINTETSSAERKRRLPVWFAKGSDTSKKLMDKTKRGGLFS
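WRN at 20 nM final was preincubated with compound for 15 min at room temperature; reaction started with 100 nM forked duplex oligonucleotide carrying fluorophore and quencher plus 2 mM ATP (final). Unwinding followed kinetically by red fluorescence (ex 525/em 598 nm).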
HT1080 IDH1KD tx = HT-1080 IDH1 knockdown cell toxicity (counter line); HT-1080 IDH1 knockdown viability, ATP luminescence, 48 h; Potency, µM (doses to about 46.1 µM), for inactives: at the highest dose activity, negative = toxicity, most hits filed as cytotoxic; actives 2% (n = 360,000);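 note: potency is the fitted concentration of half-maximal effect; 0% = DMSO wells and -100% = cell-free medium wells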
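Luminescent ATP read-out (CellTiter-Glo, 10 min at room temperature) after 48 h compound exposure at 37 °C gave viability of IDH1-knockdown HT-1080 cells. Activity was normalised to DMSO and cell-free wells, then fitted as concentration-response curves.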
IL-1B inflam inh = blocks inflammasome-driven IL-1 beta release; THP-1 LPS/ATP IL-1B secretion, AlphaLISA, 16 h; stronger effect = lower value; activity change, % at 57.5 µM; actives 4.7% (n = 360,000); in the data active = activity change below about -50%; inconclusive = mostly about -30% to -49%; note: % is set by controls: 0 for no effect and ±100 for the full control effect
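THP-1 cells pretreated 1 hr with compounds (up to 57.5 uM final), then stimulated with LPS (250 ng/mL final) plus ATP (1.25 mM final); secreted IL-1B measured by AlphaLISA after 16 hr, decreased signal indicating inhibition.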
SW480 rerep = induces DNA re-replication in SW480 colon adenocarcinoma cells; SW480 DNA re-replication, Hoechst DNA content imaging, 48 h; Potency, µM (titrated, usually from 46.1 µM), without a hit: at the top dose re-replication activation, most hits filed as activators; actives 1.8% (n = 340,000); note: potency is the fitted concentration of half-maximal effect; % of control where 0% means no effect; nearly all actives have a fitted effect of over 55% in size
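Cells (250 per well) received 23 nL compound or DMSO by pin tool and were kept 48 hr at 37 C, 5% CO2. Nuclei were then stained with Hoechst for 40 min and scanned for DNA content.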
* = called active by the depositor; ? = inconclusive; nt = not tested or not shown; & = joins results of further samples; [ ] = remark or other dose. Unless noted, calls come from the whole dose curve; as a rule, active = well fitted curve in the direction sought with a large enough effect; inconclusive = small, poorly fitted or top-dose-only effect, or another doubt; inactive = no such curve, though single readings can be large; an effect the other way counts as inactive or inconclusive. Compounds as they come; any-hit rate near 12%.

1) CCCS(=O)(=O)NC(=O)C1(C)CCCN(C(=O)c2ccc(F)cc2Cl)C1 (stereo unspecified)
2) CC1CCCC(C)N1C(=O)COC(=O)c1ccco1 (stereo unspecified)
3) CCOC(=O)c1[nH]c2ccc(OCC)cc2c1NC(=O)CN1CCCC(C)C1 (stereo unspecified)
4) CCCC(=O)NC(=S)Nc1ccccc1F
5) CC(=O)CSc1nc2ccc(Nc3nc(N4CCOCC4)nc(N4CCOCC4)n3)cc2s1
6) CC1(C)NC(=O)N(CC(=O)OCC(=O)Nc2cccc(F)c2)C1=O
assay / entry	1	2	3	4	5	6
HT1080-NT tox	?	13%	1%	4%	-21%	10%
KB-V1 MDR tox	3%	?	17%	?	?	28%
MCF10A rereplic	nt	-2%	-9%	12%	10%	-1%
ATXN2 expr inh	7%	0%	-1%	27%	3%	3%
KB-3-1 cytotox	0%	0%	-4%	1%	?	16%
WRN inhibitor	5%	-12%	-17%	-13%	-16%	7%[57.1 µM]
HT1080 IDH1KD tx	9%	5%	7%	5%	?	-1%
IL-1B inflam inh	30	4	-17	2	-13	-10
SW480 rerep	nt	-6%	6%	-4%	?	-1%

A draw from above in order of molar mass, lowest first.
6) CC1(C)NC(=O)N(CC(=O)OCC(=O)Nc2cccc(F)c2)C1=O
3) CCOC(=O)c1[nH]c2ccc(OCC)cc2c1NC(=O)CN1CCCC(C)C1 (stereo unspecified)
5) CC(=O)CSc1nc2ccc(Nc3nc(N4CCOCC4)nc(N4CCOCC4)n3)cc2s1
assay / entry	6	3	5
HT1080-NT tox	10%	1%	-21%
KB-V1 MDR tox	28%	17%	?
MCF10A rereplic	-1%	-9%	10%
ATXN2 expr inh	3%	-1%	3%
KB-3-1 cytotox	16%	-4%	?
WRN inhibitor	7%[57.1 µM]	-17%	-16%
HT1080 IDH1KD tx	-1%	7%	?
IL-1B inflam inh	-10	-17	-13
SW480 rerep	-1%	6%	?

Back to the main list; the 4 compounds before the break are reprinted first.
3) CCOC(=O)c1[nH]c2ccc(OCC)cc2c1NC(=O)CN1CCCC(C)C1 (stereo unspecified)
4) CCCC(=O)NC(=S)Nc1ccccc1F
5) CC(=O)CSc1nc2ccc(Nc3nc(N4CCOCC4)nc(N4CCOCC4)n3)cc2s1
6) CC1(C)NC(=O)N(CC(=O)OCC(=O)Nc2cccc(F)c2)C1=O
7) O=C(CSc1nc(O)cc(=O)n1-c1ccccc1)Nc1ccc(Br)cn1
8) CCOc1cc(/C=N/NC(=O)c2cccnc2)ccc1OCC(N)=O
9) Cc1cc(C)n2nc(SCC(=O)N(C)C)nc2n1
10) C/C=C(\C)C(=O)O[C@@H]([C@H](O)c1cc2ccc(=O)oc2cc1OC)C(C)(C)O
11) C=CCn1c(SCC(=O)NC2CC2)nc2ccccc2c1=O
12) COc1ccc2[nH]c(=O)c(CN(CC3CCCO3)S(=O)(=O)c3ccccc3F)cc2c1 (stereo unspecified)
assay / entry	3	4	5	6	7	8	9	10	11	12
HT1080-NT tox	1%	4%	-21%	10%	-6%	9%	9%	18%	3%[9.24 µM]	-6%
KB-V1 MDR tox	17%	?	?	28%	17%	-9%	0%	0%	?	-18%
MCF10A rereplic	-9%	12%	10%	-1%	6%	10%	-5%	-8%	1%	26%
ATXN2 expr inh	-1%	27%	3%	3%	1%	-11%	-10%	15%	9%	-9%
KB-3-1 cytotox	-4%	1%	?	16%	-9%	13%	9%	0%	-15%	-14%
WRN inhibitor	-17%	-13%	-16%	7%[57.1 µM]	-4%[11.6 µM]	3%	-3%	1%	2%	-8%
HT1080 IDH1KD tx	7%	5%	?	-1%	1%	-2%	7%	7%	-5%	-5%
IL-1B inflam inh	-17	2	-13	-10	-5	-12	15	13	-4	13
SW480 rerep	6%	-4%	?	-1%	5%[1.84 µM]	-1%	-2%	-9%	3%	2%

13) CC(=O)n1c2c(c3ccccc31)OC(N)=C(C#N)C2c1cccc(Cl)c1Cl (stereo unspecified)
14) COc1ccc(OC)c(NC(=O)C(C)SCc2nc3sc(C)c(C)c3c(=O)[nH]2)c1 (stereo unspecified)
15) CCC1CCCCN1CCCNC(=O)c1c(O)nc2c(C)cccn2c1=O (stereo unspecified)
16) CC1(C(=O)N2CCCCC2)CCN1C(=O)Cc1ccc(-c2ccccc2)cc1 (stereo unspecified)
17) COC(=O)C(C)Oc1cc(C)ccc1COc1ccc(-n2nc(C)n(C(F)F)c2=O)cc1 (stereo unspecified)
18) Cc1c(C)n2c(SCC(=O)NC3CCCCC3)nnc2[nH]c1=O
assay / entry	13	14	15	16	17	18
HT1080-NT tox	?	-3%	-14%	-7%	-16%	22%
KB-V1 MDR tox	?	-14%	-5%&7%	-2%	-17%	21%
MCF10A rereplic	?	19%	1%	nt	16%	-1%
ATXN2 expr inh	nt	-7%	6%&-2%	-37%	2%	11%
KB-3-1 cytotox	0%	-9%	-2%&-15%	0%	-2%	-1%
WRN inhibitor	-2%	-2%	-1%	-2%	-2%	3%
HT1080 IDH1KD tx	?	0%	6%	-3%	0%	22%
IL-1B inflam inh	20	0	-19	1	5	9
SW480 rerep	?	1%	-22%	nt	0%	-94%[inhibitor]

19) O=C(NCCS(=O)(=O)c1ccc(Br)cc1)c1ccccc1Cl
20) O=C(CCN1C(=O)C2C3CCC(C3)C2C1=O)Nc1cccc(Cl)c1 (stereo unspecified)
21) COCCNC(=O)c1ccccc1NC(=O)Cc1ccccc1[N+](=O)[O-]
22) CCn1c(COc2ccc(Cl)cc2)nnc1SCc1nc2ccccc2[nH]1
23) c1ccc2c(c1)CCc1snnc1-2
24) Cc1csc(NC(=O)CSc2nnc(-c3ccoc3C)n2C(C)c2ccccc2)n1 (stereo unspecified)
assay / entry	19	20	21	22	23	24
HT1080-NT tox	0%	0%	17%	?	10%	-27%
KB-V1 MDR tox	-19%	14%	4%	?	-13%	-19%
MCF10A rereplic	-2%	5%	2%	25%	3%	?
ATXN2 expr inh	6%	-4%	nt	-14%	-4%	-17%
KB-3-1 cytotox	-11%	?	-11%	?	-4%	-14%
WRN inhibitor	0%	-18%	-5%	-12%	3%	-5%
HT1080 IDH1KD tx	-3%	-4%	7%	?	7%	-26%
IL-1B inflam inh	-14	2	6	-18	-17	-18
SW480 rerep	8%	-5%	-6%	5%	-6%	15µM*

25) COc1ccc(C(CNC(=O)c2cccc(S(=O)(=O)NCc3ccccc3)c2)N2CCOCC2)cc1 (stereo unspecified)
26) COc1ccc(Cl)cc1NC(=O)[C@@H]1CCCN1C(=O)c1cccs1
27) CCOCCCn1c(-c2ccc(Cl)cc2)n[nH]c1=S
28) O=C(C1CCCN(c2ncnc3c2nc2n3CCCCC2)C1)N1CCN(c2ccc(Cl)cc2)CC1 (stereo unspecified)
29) Cc1ccc(S(=O)(=O)NCCc2nnc3ccc(SCc4cccnc4)nn23)cc1
30) Nc1c(S(=O)(=O)c2ccccc2)c2nc3ccccc3nc2n1C1CC1
assay / entry	25	26	27	28	29	30
HT1080-NT tox	0%	-1%	11%	?	-9%	9%
KB-V1 MDR tox	18µM*	?	4%	-27%	-15%	4%
MCF10A rereplic	-4%	-4%	-2%	15%	-2%	-1%
ATXN2 expr inh	5%	5%	-6%	?	-10%[11.3 µM]	-6%
KB-3-1 cytotox	0%	8%	10%	16µM*	-5%	2%
WRN inhibitor	7%	-14%	-3%	-14%	-2%	-10%
HT1080 IDH1KD tx	0%	1%	5%	?	-3%	13%
IL-1B inflam inh	-16	0	-2	-1	10	-17
SW480 rerep	-1%	nt	0%	?	-28%	2%

31) Cn1c(=S)c2[nH]c(SCCC(C)(C)C)nc2n(C)c1=O
32) Cc1ccc(NC(=O)CO/N=C/c2ccccc2C)c(C)c1
33) COCCNc1nc(=S)[nH]c2cc(OC)c(OC)cc12
34) Cn1nnc2c(sc3nc(N4CCOCC4)c4c(c32)CCCC4)c1=O
35) O=C(COC(=O)c1cnccn1)Nc1c(Cl)cc(Cl)cc1Cl
36) COc1ccc(C2NC(=O)NC(C)=C2C(=O)Nc2cccc(C)c2C)cc1 (stereo unspecified)
assay / entry	31	32	33	34	35	36
HT1080-NT tox	-3%	7%	17%	6%	-2%	0%
KB-V1 MDR tox	?	1%	3%	4%	14%	19%
MCF10A rereplic	?	-2%	0%	5%	-12%	10%
ATXN2 expr inh	-30%	-4%	-3%	-22%	-2%	2%
KB-3-1 cytotox	?	-1%	17%	4%	5%	7%
WRN inhibitor	2%	-1%	-22%	-4%	1%	-5%
HT1080 IDH1KD tx	-22%	-10%	11%	4%	0%	-5%
IL-1B inflam inh	0	-20	4	-13	0	31
SW480 rerep	?	18%	-8%	2%	18%	14%

37) CC(C)CN(CC(C)C)C(=O)c1cc(S(=O)(=O)N2CCCCC2)c[nH]1
38) O=C(Nc1ccccc1N1CCOCC1)c1ccc2c(c1)C(=O)N(Cc1ccncc1)C2=O
39) CC(OC(=O)c1cc(=O)c2cc(Cl)ccc2o1)C(=O)N1CCCC1 (stereo unspecified)
40) CC(/C=N/NC(=O)c1ccccn1)=C\c1ccco1
assay / entry	37	38	39	40
HT1080-NT tox	15%	-2%	13%	-8%
KB-V1 MDR tox	-17%	-1%	?	-8%
MCF10A rereplic	12%	0%	?	?
ATXN2 expr inh	1%	5%	7%	nt
KB-3-1 cytotox	5%	-4%	24%	-16%
WRN inhibitor	13%	-7%	-2%	-11%
HT1080 IDH1KD tx	4%	-4%	15%	-5%
IL-1B inflam inh	0	10	14	-4
SW480 rerep	1%	-5%	-83%[inhibitor]	?

Screening data as filed in PubChem.
